Screening data deposited in PubChem BioAssay by National Center for Advancing Translational Sciences (NCATS).
TrxR1 substrate: is turned over as a substrate by rat TrxR1 | O89049 | purified TrxR1 substrate turnover, NADPH consumption readout | AID 588456 | Potency, µM (highest dose often 114 µM), for inactives: top-dose activity change, negative = substrate turnover | 0.01% of 390,000 active; note: potency is the fitted concentration of half-maximal effect; % is set by controls: 0 for no effect and ±100 for the full control effect; nearly all actives have a fitted effect of over 50% in size
Target sequence (O89049 whole entry, looked up): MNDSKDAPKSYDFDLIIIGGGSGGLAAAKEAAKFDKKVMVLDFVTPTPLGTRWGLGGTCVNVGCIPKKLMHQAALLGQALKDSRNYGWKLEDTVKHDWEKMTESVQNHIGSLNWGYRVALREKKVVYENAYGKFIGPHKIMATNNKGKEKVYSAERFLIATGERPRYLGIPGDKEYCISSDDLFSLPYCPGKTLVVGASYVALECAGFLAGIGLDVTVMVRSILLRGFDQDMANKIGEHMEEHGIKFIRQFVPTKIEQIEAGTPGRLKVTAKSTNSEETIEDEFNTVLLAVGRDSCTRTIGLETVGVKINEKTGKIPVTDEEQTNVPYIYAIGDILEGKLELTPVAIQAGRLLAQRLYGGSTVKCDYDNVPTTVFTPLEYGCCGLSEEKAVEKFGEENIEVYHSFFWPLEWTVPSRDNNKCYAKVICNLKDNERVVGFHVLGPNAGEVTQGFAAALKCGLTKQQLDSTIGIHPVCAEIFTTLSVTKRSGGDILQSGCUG
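Rat TrxR1, dispensed at 90 nM, was prereduced with 400 uM NADPH (final) for 5 min at ~22 deg C, then incubated with compound 15 min before 400 uM selenite. A first-read NADPH fluorescence drop versus no-compound background flagged substrates.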
Pin1 inhibitor: human Pin1 inhibition; Q13526; Pin1 FP peptide displacement, HiFluor488, 10 min; Potency, µM (highest dose often 115 µM), for the others: top-dose activity, negative = inhibition, most hits filed as inhibitors; 0.009% of 390,000 active; active = well fitted inhibition curve with a large enough effect in the polarisation, with a control signal flat, not every such curve was filed as active; inconclusive = small, poorly fitted or top-dose-only effect, or effect the other way, or a change in a side signal; inactive = no such curve, though single readings can be large or run the other way; the % refers to the polarisation; note: potency is the fitted concentration of half-maximal effect; % is set by controls: 0 for no effect and ±100 for the full control effect
IDH1 R132H inh: inhibitors of human mutant IDH1 R132H; 0.093% of 390,000 active; IDH1-R132H enzyme, NADPH consumption, diaphorase/resazurin fluorescence; O75874; Potency, µM (highest dose often 76.6 µM), without a hit: at the top dose activity change, negative = inhibition, most hits filed as inhibitors; AID 602179; note: potency is the fitted concentration of half-maximal effect; % is set by controls: 0 for no effect and ±100 for the full control effect; nearly all actives have a fitted effect of over 65% in size
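IDH1-R132H (0.5 ug/mL dispensed) in pH 7.5 Tris buffer was preincubated 30 min with compound, then given a substrate mix of 0.016 mM NADPH and 2 mM alpha-KG for 80 min at room temperature; remaining NADPH was read by diaphorase/resazurin fluorescence.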
rTrxR1 inhibitor: inhibitors of rat thioredoxin reductase 1; O89049; recombinant rTrxR1, NADPH fluorescence consumption, selenite substrate; Potency, µM (titrated, usually from 114 µM), for inactives: at the highest dose activity change, negative = inhibition, most hits filed as inhibitors; 1% of 390,000 active; AID 588453; note: potency is the fitted concentration of half-maximal effect; % is set by controls: 0 for no effect and ±100 for the full control effect; nearly all actives have a fitted effect of over 65% in size
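Rat TrxR1 (90 nM in the dispensed reagent) was pre-reduced with 400 uM NADPH for 5 min at room temperature, then incubated with compound for 15 min. After 400 uM selenite was added, NADPH fluorescence (Ex 340/Em 450 nm) was followed for 8 min.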
TRHR agonist: activates the human TRH receptor; TRHR cells, calcium flux fluo-8, FDSS agonist mode; P34981; activation, % at 2 µM; AID 493084; 0.18% of 360,000 active; in the data active = activation above about 30%; note: 0% is about no effect
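Read-out: compound-evoked intracellular calcium rise in TRHR cells, fluo-8 dye, kinetic FDSS fluorescence at 1 s/cycle following a 10-cycle baseline. Cells cultured overnight before dye loading (30 min–1.5 h, RT).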
D2 antagonist: D2 dopamine receptor (human) antagonism | P14416 | HEK293 TREx D2 cells, calcium flux, dopamine EC80 | inhibition, % at 10 µM | 2% of 340,000 active; in the data active = inhibition above about 30%; note: 0% is about no effect
Target sequence (P14416 whole entry, looked up): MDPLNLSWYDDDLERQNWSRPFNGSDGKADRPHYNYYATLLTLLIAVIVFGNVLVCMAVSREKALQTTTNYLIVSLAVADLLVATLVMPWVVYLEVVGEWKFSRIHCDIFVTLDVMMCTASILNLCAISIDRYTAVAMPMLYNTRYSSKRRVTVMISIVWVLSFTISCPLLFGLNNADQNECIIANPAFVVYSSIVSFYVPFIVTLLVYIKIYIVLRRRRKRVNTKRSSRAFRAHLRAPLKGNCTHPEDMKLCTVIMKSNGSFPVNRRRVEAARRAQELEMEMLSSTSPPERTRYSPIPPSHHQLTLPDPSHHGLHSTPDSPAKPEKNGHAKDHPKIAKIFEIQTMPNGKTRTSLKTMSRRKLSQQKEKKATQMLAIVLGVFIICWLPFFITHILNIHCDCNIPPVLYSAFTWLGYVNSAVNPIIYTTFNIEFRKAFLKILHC
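HEK293 T-REx D2 cells, tet-induced, calcium dye no-wash. Cpd pintool add, 180 s kinetic, then EC80 DA, 180 s kinetic. Ca flux read.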
TRHR PAM: allosterically enhances the human TRH receptor | enhancement, % at 2 µM | TRHR cells, fluo-8 calcium fluorescence, EC20 TRH enhancement | 0.66% of 360,000 active; in the data active = enhancement above about 30%; note: 0% is about no effect
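TRHR-expressing cells loaded with fluo-8 calcium dye were read kinetically (ex 480/em 530) during compound addition, then stimulated with an EC20 of TRH (10 nM final). Enhancement of the Gq-mediated intracellular calcium response was scored.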
USP1 inh: USP1/UAF1 (human) deubiquitinase inhibition. O94782. recombinant USP1/UAF1, Ub-Rhodamine cleavage fluorescence. Potency, µM (highest dose often 57.1 µM), for inactives: at the top dose activity change, negative = inhibition, usual class: inhibitors. 0.23% of 390,000 active. AID 743255; note: potency is the fitted concentration of half-maximal effect; % is set by controls: 0 for no effect and ±100 for the full control effect; nearly all actives have a fitted effect of over 60% in size; inactives centre near -12
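1 nM enzyme complex + cpd, 15 min RT; start with Ub-Rho 150nM final; kinetic fluorescence ex 480/em 540, 6 reads q60 s. Buffer 50mM HEPES pH 7.8, 0.5mM EDTA, 0.1 mg/ml BSA, 1mM TCEP, 0.01% Tween-20.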
D2 agonist: D2 dopamine receptor (human) agonism; P14416; HEK293 T-REx D2 cells, calcium flux agonist mode; activation, % at 2 µM; 0.53% of 340,000 active; AID 485358;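 active = activation over 3 SD above normal in the single-dose calcium agonist read, cut at about 30% in these data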; note: 0% is about no effect
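Agonism is scored from calcium flux in a force-coupled, inducible HEK293 cell line expressing D2, read kinetically for 180 s after compound addition against dopamine controls.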
Starred values were filed as active, the others as inactive; ? = inconclusive; · = not tested or not shown; & = joins results of further samples; [ ] = another dose, or the depositor's remark. Unless noted, calls come from the whole dose curve; as a rule, active = well fitted inhibition curve with a large enough effect; inconclusive = small, poorly fitted or top-dose-only effect; inactive = no such curve, though single readings can be large or run the other way. The list is partial; rates above refer to the full screens.

nr	Molecule	TrxR1 substrate	Pin1 inhibitor	IDH1 R132H inh	rTrxR1 inhibitor	TRHR agonist	D2 antagonist	TRHR PAM	USP1 inh	D2 agonist
1	CC(C)CN(C)C(=O)CCc1nnc(Cc2ccc(-c3ccccc3)cc2)o1	-0.4%	-1.2%	11.6%	11.8%	0.0	3.7	-2.1	-3.7%	0.2
2	c1coc(-c2cc(C3CCNCC3)[nH]n2)c1	17.0%[57.1 µM]	-9.5%	8.8%	23.3%[57.1 µM]	0.5	7.1	1.4	-5.4%	0.3
3	O=C(CCCc1cccs1)Nc1nc2c(s1)CCCC2	11.0%[57.1 µM]	2.6%	9.3%	3.8%[57.1 µM]	0.7	5.9	-2.4	-16.0%	-0.2
4	CC(C)(C)C1=CC(O)(c2ccccc2)C=C(C(C)(C)C)C1=O	-6.5%	-4.6%	0.0%	20.2%	0.1	4.5	-2.9	-30.0%	-0.3
5	CCOC(=O)/C=C(/C)N1N=C(c2ccc(OC)cc2)CC1c1cccc([N+](=O)[O-])c1 (stereo not drawn)	-11.2%	-0.3%	7.7%	50.1µM*	-0.2	-8.1	7.2	-8.7%	-1.0
6	CCOCCCNC(=O)c1cn(CC)c2ccc(S(=O)(=O)N(C)C3CCCCC3)cc2c1=O	-6.4%	-13.0%	-6.5%	3.4%	0.1	-4.6	-1.4	-16.5%	3.5
7	COCCNC(=O)c1onc(CS(=O)(=O)c2cc(C)cc(C)c2)c1C(=O)NCCOC	-7.6%	?	10.3%	15.4%[57.1 µM]	-0.1	-4.8	1.8	7.8%	-1.3
8	CCOC(=O)c1c(C)[nH]c(C)c1S(=O)(=O)N(C)CC(=O)Nc1cccc(Cl)c1C	-0.2%[57.1 µM]	-6.6%	0.0%	11.9%[57.1 µM]	-0.5	·	-2.8	-22.6%	-0.1
9	NC(=O)[C@H](Cc1cc2ccccc2s1)NC(=O)[C@@H]1CC2(CC(c3cccc(NC(=O)[C@@H]4CCC(=O)N4)c3)=NO2)CN1C(=O)/C=C/Sc1ccccc1 (stereo partly drawn)	1.1%	121.6%[activator]	0.4%	-6.7%	0.6	-14.7	-7.6	-15.9%	2.3
10	COCCCNC(=S)Nc1cccc(S(=O)(=O)NC2=NCCC2)c1	1.2%	-2.5%	-5.0%	13.4%	0.8	14.1	3.9	-19.5%	10.8
11	Cc1ccc2nc(SCC(=O)NNC(=O)c3ccccc3)[nH]c2c1	5.8%	1.0%	2.2%	11.1%	0.3	-1.3	10.2	-14.7%	-0.2
12	COc1cccc(OC)c1C(=O)OCC(=O)Nc1ccc(OC(F)(F)F)cc1	-0.3%	-2.6%	10.7%	15.4%	1.2	-4.9	-6.3	-31.3%	1.5
13	COc1ccc(C(=O)OCC(=O)c2ccc(CNC(C)=O)s2)cc1	-10.8%	1.8%	1.1%	-15.2%	0.2	-27.6	0.3	0.9%	0.2
14	CC(C)c1ccc(NC(=O)CSc2n[nH]c(=O)n2C2CC2)cc1	2.1%	0.8%	-2.7%	0.0%	-0.2	4.8	-0.9	-17.5%	-1.3
15	Cc1c(CCO)c(=O)[nH]n1S(=O)(=O)c1cccc(C(F)(F)F)c1	1.2%	-1.2%	-0.2%	18.4%	0.3	6.5	4.6	-27.2%	0.1
16	COc1cccc(-c2nc3c(c(SCC(=O)Nc4cccc(C)c4C)n2)Cc2c(CO)cnc(C)c2O3)c1	-0.1%	-1.3%	-9.6%	16.3%	-2.4	·	6.2	3.8%	0.2
17	Cc1cc2nnc(SCCCCN3C(=O)c4ccccc4C3=O)n2c2ccccc12	·	·	·	·	-0.8	5.0	-1.9	·	-0.1
18	CCO[C@H]1OC(C(=O)Nc2ccccc2)=C[C@@H](c2coc3ccccc3c2=O)[C@@H]1CCCO	-4.7%	1.0%	-4.5%	-7.4%	-0.3	-3.5	2.4	-27.9%	0.0
19	COc1ccc(C2CC(O)(c3ccccc3)Oc3c(C)ccc(C)c32)cc1 (stereo not drawn)	-5.9%&-4.7%	3.4%&-0.4%	-6.1%	3.6%&17.7%	1.0	3.7	-1.8	-1.9%	0.6
20	COc1ccc(-c2ccc3c(c2)[C@@H]2C[C@H](N(C)S(=O)(=O)c4ccccc4)[C@H]([C@H](C)O)C(=O)N2CC3)cc1	7.7%	19.3%	-3.9%[38.3 µM]	29.9%	·	·	·	?	·
21	COc1ccc(-n2ccn3c(CC(C)(C)CC(=O)O)nnc3c2=O)cc1	-4.6%	-1.4%	7.4%	2.9%	1.7	·	0.1	-0.2%	-0.3
22	Cc1cc(=O)oc2cc(OCC(=O)OCC(=O)Nc3ccc4ccccc4c3)ccc12	26.9%	-5.3%	2.5%	14.1%	0.8	·	1.6	-19.3%	·
23	Cc1ccc2c(c1)Cc1c(nc(-c3ccc(F)cc3)nc1SCC(=O)N1CCCCC1)O2	-2.3%	6.0%	5.0%	0.9%	1.1	·	32.6*	?	1.1
24	CCC(=O)CN(Cc1cc(OC)ccc1OC)S(=O)(=O)c1ccccc1Br	-9.6%	-4.3%	4.3%	-13.9%	·	·	·	-12.6%	·
25	CCC(Sc1nc2c(sc3ccccc32)c(=O)n1CCc1ccc(OC)c(OC)c1)C(=O)N(CC)CC (stereo not drawn)	-7.7%[57.1 µM]	1.5%	-5.1%	0.3%[57.1 µM]	0.2	·	-5.0	-26.5%	0.3
26	Cc1cc(OC(=O)c2ccccc2)c([N+](=O)[O-])c(=O)[nH]1	0.0%	0.4%	13.6%	-0.3%	0.2	-5.4	-1.5	-6.9%	0.0
27	O=c1oc2cc(Oc3ccc(C(F)(F)F)cc3[N+](=O)[O-])ccc2c2c1CCCC2	-1.8%	-6.9%	-0.4%	-7.3%	0.3	14.5	-9.0	2.3%	0.9
28	C/C(Cc1ccccc1)=N\NC(=O)CNC(=O)c1ccccc1O	11.6%	-1.7%	5.7%	16.1%[0.0914 µM]	0.4	-2.3	-1.9	-16.7%	-0.2
29	O=C(C1CCCCC1)N1CCN=C1SCc1cccc([N+](=O)[O-])c1	0.6%[57.1 µM]	0.3%	0.2%	1.1%[57.1 µM]	-0.1	7.4	-2.5	-1.3%	1.4
30	O=C(CSc1nnc(-c2ccccc2)o1)NC1CCCCC1	-1.2%	3.9%	7.6%	2.9%	-0.2	8.8	-5.0	-14.4%	-1.8

Ordered by the number under rTrxR1 inhibitor (largest number first): some entries from above
entry	canonical_smiles	rTrxR1 inhibitor
30	O=C(CSc1nnc(-c2ccccc2)o1)NC1CCCCC1	2.9%
26	Cc1cc(OC(=O)c2ccccc2)c([N+](=O)[O-])c(=O)[nH]1	-0.3%
18	CCO[C@H]1OC(C(=O)Nc2ccccc2)=C[C@@H](c2coc3ccccc3c2=O)[C@@H]1CCCO	-7.4%

Other compounds:
nr	Molecule	TrxR1 substrate	Pin1 inhibitor	IDH1 R132H inh	rTrxR1 inhibitor	TRHR agonist	D2 antagonist	TRHR PAM	USP1 inh	D2 agonist
31	CCOc1cc2[nH]c(=O)n(CCCC(=O)N(C)Cc3ccccc3)c(=O)c2cc1OCC	5.1%[57.1 µM]	-3.5%	-0.3%	18.6%[57.1 µM]	-0.5	12.2	-3.8	-8.0%	-0.7
32	CN(C)CCCNc1nc2sc3c(c2c(=O)n1CCc1ccccc1)CCCCC3	-2.8%[57.1 µM]	4.4%	5.4%	-2.5%[57.1 µM]	8.9	26.8	-3.5	-4.7%	2.3
33	O=C(CNS(=O)(=O)c1ccccc1)Nc1ccc2c(c1)OCO2	-2.0%[57.1 µM]	2.0%	1.5%	6.3%[57.1 µM]	-0.1	-23.4	-8.1	-17.1%	-0.5
34	O=C(CSc1nnc(NC(=O)c2ccccc2[N+](=O)[O-])s1)NCC1CCCO1 (stereo not drawn)	-6.2%	-0.4%	5.2%	-3.5%	0.5	-2.0	-8.3	-17.2%	0.6
35	Nc1nonc1-n1nnc(C(=O)N/N=C/c2ccc(OCc3ccccc3)cc2)c1CN1CCCCC1	-7.1%	7.1%	-6.6%	17.0%	0.2	-5.6	-2.6	-11.2%	-0.4
36	Cc1ccc(S(=O)(=O)NNC(=O)Cc2cccn2C)cc1	0.3%	1.6%	10.9%	5.4%	0.1	·	0.8	-17.8%	·
37	CCOC(=O)C1=C(O)CCn2c1nc1ccccc12	-5.4%	3.2%	2.3%	-1.0%	-2.0	-11.9	11.3	-17.6%	1.1
38	Cc1nc(-c2ccc(F)cc2)c(CC(=O)N(C)CC(=O)Nc2ccccc2C(F)(F)F)s1	0.7%	-1.7%	5.0%	6.2%	-0.6	-1.4	-0.7	-8.4%	0.1
39	COc1cc(OC)nc(NC(=O)COC(=O)c2cccc(Cl)c2)n1	3.9%[57.1 µM]	-0.8%	16.9%	22.0%[57.1 µM]	-1.5	-20.8	-4.4	-8.0%	3.2
40	Cc1ccc(SCC(=O)NC(C)(C)C)cc1	-4.9%	2.7%	1.8%	-4.5%	0.3	36.8*	-4.2	-4.9%	-0.1
41	CCC(C)(C)c1nnc(NC(=O)c2cccc([N+](=O)[O-])c2)s1	4.1%	3.0%	34.7%[activator]	6.4%	0.3	9.6	7.5	-9.6%	-0.4
42	O=C(COC(=O)COc1ccc(Br)cc1)Nc1cccnc1Cl	-2.4%	-8.4%	-3.3%	12.8%	-1.2	18.6	-0.8	-19.9%	-1.3

Values in list order from the entries so far:
Compounds 38–41 in IDH1 R132H inh: 5.0%, 16.9%, 1.8%, 34.7%[activator]
Compounds 38–41 in Pin1 inhibitor: -1.7%, -0.8%, 2.7%, 3.0%
